Bioassay records deposited in PubChem BioAssay by National Center for Advancing Translational Sciences (NCATS).
Shiga inhibitor – Shiga toxin inhibition; Vero cells, Shiga toxin protein synthesis inhibition reporter; inhibition, % at 38.7 µM; 290,000 tested, 9.2% active; in the data active = inhibition mostly above about 28%, no sharp cut-off; inactive = mostly below about 43%; note: 0% is about no effect
TbPYK inhibitor – blocks Trypanosoma brucei pyruvate kinase | Potency, µM (doses to about 76.8 µM), for inactives: top-dose activity, negative = inhibition, actives largely listed as inhibitors | 410,000 tested, 0.12% active | Q57TT1 | AID 624173 | TbPYK enzyme, Kinase-Glo Plus ATP luminescence, 45 min; note: potency is the fitted concentration of half-maximal effect; % is set by controls: 0 for no effect and ±100 for the full control effect; nearly all actives have a fitted effect of over 50% in size
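ADP (130 uM final) triggers the TbPYK reaction after compound addition; incubation is 45 min at room temperature. Kinase-Glo Plus is then added and luminescence imaged. Normalized data are fitted to concentration-effect curves.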
Pf growth 96h – inhibits malaria parasite growth, 96 h | P. falciparum luciferase reporter growth, 96 h | Potency, µM (titrated, usually from 28.7 µM), for inactives: at the highest dose activity change, negative = inhibition, hits mostly inhibitors | 320,000 tested, 6.9% active | AID 504834; note: potency is the fitted concentration of half-maximal effect; % is set by controls: 0 for no effect and ±100 for the full control effect
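P. falciparum expressing integrated firefly luciferase grown in erythrocytes (2% hematocrit, 0.05% parasitemia final) with compounds for 96 hours at 37 C, 5% CO2. Growth inhibition read as loss of luminescence after adding luciferase detection reagent.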
Pf growth 48h – P. falciparum growth inhibition at 48 hours (one generation); P. falciparum luciferase growth in erythrocytes, 48 h; Potency, µM (titrated, usually from 28.7 µM), for inactives: at the highest dose activity change, negative = inhibition, usual class: inhibitors; 310,000 tested, 5.9% active; AID 504832; note: potency is the fitted concentration of half-maximal effect; % is set by controls: 0 for no effect and ±100 for the full control effect
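Parasite viability was followed by luminescence of a genomically integrated firefly luciferase. Cultures held 0.1% parasitemia at 2% hematocrit (final), incubated under 5% CO2 at 37 C.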
AMA1 RON2 block – inhibitors of Plasmodium falciparum AMA1-RON2 interaction; AlphaScreen AMA1-biotinylated RON2 peptide binding; Potency, µM (series often up to 58.2 µM), inactives show top-dose activity change, negative = inhibition, hits mostly inhibitors; 360,000 tested, 0.2% active; AID 720542;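 note: potency is the fitted concentration of half-maximal effect; 0% = vehicle wells and -100% = peptide control; nearly all actives have a fitted effect of over 45% in size; some results filed as inactive show a strong effect at the top dose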
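AMA1 (3D7) with his tag at 25 nM final met compounds first, then biotinylated RON2 peptide at 25 nM; detection used donor plus acceptor beads, 10 µg/mL apiece, read by AlphaScreen after 30 min at room temperature.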
Cycloheximide cs – counter-screen for Shiga toxin inhibitors: cycloheximide protein synthesis inhibition; cell reporter, cycloheximide protein synthesis inhibition counterscreen; max response, %; 300,000 tested, 12% active; AID 2314; in the data active = max response mostly above about 13%, no sharp cut-off; inactive = mostly below about 14%; note: read at 38.3 µM for the half of the compounds with a filed dose; 0% is about no effect
LmPK inhibitor – LmPK (Leishmania mexicana) enzyme inhibition | Q27686 | purified LmPK, Kinase-Glo ATP luminescence, 1 h | Potency, µM (series often up to 57.5 µM), for the others: top-dose activity change, negative = inhibition, usual class: inhibitors | 290,000 tested, 0.37% active; note: potency is the fitted concentration of half-maximal effect; % is set by controls: 0 for no effect and ±100 for the full control effect
Target sequence (Q27686 whole entry, looked up): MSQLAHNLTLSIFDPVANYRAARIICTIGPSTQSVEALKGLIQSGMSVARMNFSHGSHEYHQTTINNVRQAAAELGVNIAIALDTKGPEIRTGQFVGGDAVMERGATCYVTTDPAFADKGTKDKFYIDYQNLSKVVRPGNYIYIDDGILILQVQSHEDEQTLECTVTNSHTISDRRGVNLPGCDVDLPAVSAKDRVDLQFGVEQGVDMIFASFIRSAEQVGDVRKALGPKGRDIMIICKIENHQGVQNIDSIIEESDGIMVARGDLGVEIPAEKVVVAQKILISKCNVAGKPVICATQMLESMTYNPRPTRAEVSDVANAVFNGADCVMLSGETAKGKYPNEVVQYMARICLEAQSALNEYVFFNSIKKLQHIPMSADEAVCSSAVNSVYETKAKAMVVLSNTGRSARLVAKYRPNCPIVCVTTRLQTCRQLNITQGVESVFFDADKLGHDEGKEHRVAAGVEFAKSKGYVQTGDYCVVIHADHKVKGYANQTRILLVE
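Kinase-Glo luminescence read after 1 h RT reaction of 0.1 nM LmPK with 0.5 mM PEP and 0.1 mM ADP. Activity scaled between uninhibited and enzyme-free controls.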
* hit, by the source's call; u = inconclusive; x = not tested or not shown; [ ] = remark or other dose. Unless noted, calls come from the whole dose curve; as a rule, active = well fitted curve in the direction sought with a large enough effect; inconclusive = small, poorly fitted or top-dose-only effect, or another doubt; inactive = no such curve, though single readings can be large; an effect the other way counts as inactive or inconclusive.

Each structure is followed by: Shiga inhibitor | Pf growth 48h | Cycloheximide cs | AMA1 RON2 block | TbPYK inhibitor | LmPK inhibitor | Pf growth 96h
(1) Cc1cc(SCC(=O)Nc2cccc(S(=O)(=O)NC3=NCCCCC3)c2)c(C)cc1Br
→ -1 | -14% | -6 | 2% | -7% | 1% | -35%
(2) COc1cccc(C(=O)N(c2ccccc2)C2C=CS(=O)(=O)C2)c1 (centres undefined)
→ -9 | 7% | -1 | 20% | -6% | 14% | 4%
(3) CCOC(=O)c1[nH]c2c(c1-c1ccccc1)C(=O)CC(c1ccccc1)C2 (centres undefined)
→ 54* | -23% | 41* | 0% | 5% | 3% | u
(4) COc1cc(OC)c(C(=O)N2CCN(c3ccccn3)CC2)cc1OC
→ -12 | 3% | -2 | -3% | 0% | -1% | -10%
(5) CCC(C)(C)NC(=O)CCn1c(-c2ccccc2)cc(C(C)=O)c1C
→ -2 | -24% | 5 | -3% | -1% | 3% | 41%[activator]
(6) Cc1ccc(CN(C)C(=O)COc2ccc(S(=O)(=O)N3CCCC3)cc2[N+](=O)[O-])c(C)c1
→ x | 12µM* | x | -8% | -9% | x | u
(7) Cc1cccc(NC(=O)NNC(=O)c2ccc3ccccc3c2)c1
→ -23 | 5% | 1 | 129%[activator] | 10% | 2% | 44%[activator]
(8) O=C(CC(n1cncn1)C(Cl)(Cl)Cl)c1ccc([N+](=O)[O-])cc1 (centres undefined)
→ -8 | -32%[0.00184 µM] | -2 | -2% | -22% | 1% | u
(9) CC(C)(C)C(=O)COC(=O)c1c2c(nc3ccccc13)CCC2
→ -16 | -2% | 6 | -11% | 1% | -1% | -17%
(10) O=C(CCc1nc(-c2ccc(Cl)cc2)no1)NCC1CCCO1 (centres undefined)
→ -6 | 2% | -2 | 1% | -6% | 2% | 10%
(11) Cc1ccc(-c2nnc(N3CCOCC3)c3ccccc23)cc1S(=O)(=O)NCc1cccnc1
→ -9 | u | -3 | 20% | 0% | 4% | 38%[activator][5.75 µM]
(12) CCCCCCC1NC(C(=O)O)CS1 (centres undefined)
→ 9 | 19% | -5 | 18% | 1% | 0% | 23%
(13) O=C(NCc1ccccn1)C(=O)NCC(c1ccco1)N1CCOCC1 (centres undefined)
→ 37 | 42%[activator] | -2 | 95%[activator] | 1% | 10% | -1%
(14) COC(C(=O)Nc1ccnn1C1CCN(C(=O)c2cccc(F)c2)CC1)c1ccccc1 (centres undefined)
→ -6 | -22% | -3 | 11% | -4% | 1% | u
(15) C=CCOC(=O)C(C#N)c1nc2ccccc2nc1N1CCN(Cc2ccccc2)CC1 (centres undefined)
→ -18 | u | -5 | -4% | 7% | 2% | -21%
(16) Cc1ccc2ncnc(Nc3ccc(C)c(C)c3)c2c1
→ 5 | x | 7 | 0% | -1% | 0% | u
(17) Cc1ccc2c(c1)nnn2C1CCN(CC(=O)NNC(=O)c2ccco2)CC1
→ -9 | 0% | 2 | 79%[activator] | 0% | -1% | 27%
(18) COC(=O)C1=C(C(=O)OC)[C@@H]2Nc3ccccc3[C@@]23C[C@@H](C(=O)OC)N(C(=O)c2cccs2)C3=N1
→ x | x | x | 8% | -1% | -5%[11.5 µM] | x
(19) CN(C)S(=O)(=O)c1cc(NC(=O)COC(=O)c2ccc3c(c2)OCO3)ccc1Cl
→ -15 | u | -1 | 0% | -19% | 0% | u
(20) O=C(NCc1ccco1)c1cccc(S(=O)(=O)N2CCc3ccccc32)c1
→ -4 | 6% | 0 | -13%[2.32 µM] | -10% | 2% | -14%
(21) COc1ccc(Br)cc1/C=N/NC(=O)c1cc(OC)c(OC)c(OC)c1
→ 7 | 1% | 0 | -9% | 12% | 4% | 18%
(22) Cc1nc2cc(-c3ccccc3)nn2c(C)c1CCC(=O)NC(C)c1ccc2c(c1)OCCO2 (centres undefined)
→ 8 | u | -1 | 10% | -1% | 4% | -48%
(23) N#C/C(=N\Nc1ccc(Cl)cc1)C(=N)N1CCCCCC1
→ 145* | 351%[activator] | 43* | 2% | -3% | 5% | 0%
(24) CN(c1ccccc1)S(=O)(=O)c1ccc(Cl)c(C(=O)NCc2ccccc2CN2CCCC2)c1
→ x | u | x | -2% | 2% | x | u
(25) CC(=O)/C(=N/Nc1ccccc1)Sc1nnc(CCc2ccccc2)n1-c1ccccc1
→ -11 | 0% | -1 | 56%[activator] | -17% | -1% | -23%
(26) CCOC(=O)c1sc2c(c1C)c(=O)c(C(=O)OCC)cn2CC
→ 15 | 2.3µM* | -2 | -1% | 9% | 1% | 8%
(27) Cc1ccccc1NC(=O)C1CCN(c2cc(-c3ccccc3)nc3ncnn23)CC1
→ 8 | 7.4µM* | -2 | -3% | -1% | 2% | -19%
(28) CCOC(=O)c1c(-c2ccccc2)oc2ccc(OCC(=O)NNC(=O)CCC(=O)O)cc12
→ -2 | 9% | -5 | 95%[activator] | -2% | 5% | 7%
(29) Cc1cc(C(=O)O)ccc1N=Cc1c(O)ccc2ccccc12
→ 25 | 49%[activator] | 10* | 20% | -4% | 0% | 12µM*
(30) Cc1ccccc1N1C(=O)C2ON(c3ccccc3)C(c3ccncc3)C2C1=O (centres undefined)
→ 24 | 18% | -3 | -11% | -4% | -5% | 6%[5.75 µM]
(31) COc1ccccc1N(CC(=O)NCc1ccco1)S(C)(=O)=O
→ -8 | -12% | -3 | -5% | -1% | 0% | 25%
(32) COc1cc2c(cc1OC)C(C)N(C(=O)c1cc3n(n1)C(C(F)(F)F)CC(c1ccco1)N3)CC2 (centres undefined)
→ 23 | 6.6µM* | 3 | u | 3% | -1% | x
(33) COc1ccc(N2CCN(C(=S)Nc3ccc(OC)cc3OC)CC2)cc1
→ x | 3% | -1 | 0% | -10% | 3% | u
(34) O=C(Nc1ccccc1F)c1cc(C(=O)Nc2ccccc2F)cc([N+](=O)[O-])c1
→ -9 | u | -2 | 7% | 3% | 0% | u
(35) CC1=C(C(=O)N2CCCCCC2)C2(CCC(C)CC2)OC1=O (centres undefined)
→ -14 | -17% | 0 | -6% | x | -1% | u
(36) Cc1cccc(C)c1NC(=O)CN1C(=O)C(C)Oc2ccccc21 (centres undefined)
→ -3 | 12% | 2 | -12% | -5% | 1% | 4%
(37) CCN(CC)CCCNc1nc2cc(OC)c(OC)cc2c2nc(-c3ccccc3)nn12
→ 43 | 2.3µM* | -1 | -2% | -11% | -1% | 22%
(38) Cc1ccc(C)c(-n2c(SCC(=O)N3CCC(C(=O)O)CC3)nnc2-c2cccc(Cl)c2)c1
→ -5 | u | 1 | -6% | 4% | 5% | -53%[5.75 µM]
(39) NS(=O)(=O)c1ccc(NC(=O)c2ccc(CSc3ccccc3)o2)cc1
→ -8 | 33% | 1 | -11% | -3% | -1% | 44%[activator]
(40) CCOc1ccc2c(c1)nc(SCC(=O)c1ccc(Br)s1)n2C
→ -5 | u | 2 | -3% | -27% | -3% | u
(41) CC1(C)CC(=O)C(C=NCCN2CCN(C3CC(=O)N(c4ccc(Cl)c(Cl)c4)C3=O)CC2)=C(O)C1 (centres undefined)
→ -11 | 15% | 2 | 81%[activator] | 5% | 4% | 2%
(42) CCOC(=O)N1CCN(S(=O)(=O)c2c[nH]c(C(=O)OC)c2)CC1
→ -11 | 14% | -2 | -5% | -8% | -4% | 76%[activator]
(43) CCN1C(=O)N[C@@H](c2ccccc2)[C@H](C(C)=O)[C@H]1C
→ x | x | x | 19% | 8% | 1%[11.5 µM] | x
(44) NC(=O)COc1ccc(NC(=O)OCc2ccccc2)cc1
→ 36* | 85%[activator] | 24* | 6% | 8% | -1% | x
(45) CCn1c(C)nc2cc(C(=O)NNS(=O)(=O)c3ccccc3F)ccc21
→ -13 | 7% | -5 | -1% | -16% | 1% | 21%
(46) N#Cc1ccc(NCC(=O)N2CCN(S(=O)(=O)c3ccccc3)CC2)cc1
→ x | u | x | 0% | -1% | x | -14%
(47) COC(=O)c1ccc(COC(=O)C(CCSC)NC(=O)COc2ccccc2)cc1 (centres undefined)
→ -4 | 1% | 1 | -3% | 7% | -6% | 0%
(48) COc1ccc2c(c1OC)C(=O)OC2Nc1nc(-c2cc3cc(Br)ccc3oc2=O)cs1 (centres undefined)
→ 80* | 70%[activator] | 37* | 13% | 5% | -17% | 40%[activator]
(49) Cn1c(CSc2ncccn2)nnc1SCC(=O)N1CCCc2ccccc21
→ -8 | -5% | -4 | -8% | 4% | 0% | x
(50) CCCCCN(C(=O)CCC(=O)OC(C)C(=O)c1ccccc1)c1c(N)n(CCCC)c(=O)[nH]c1=O (centres undefined)
→ x | 36%[activator] | x | -15% | -1% | x | 43%[activator]
(51) COc1ccc2nc(SCC(=O)Nc3cc(C)on3)[nH]c2c1
→ 3 | x | 1 | 1% | 0% | -2% | 10%
(52) CCCCNC(=O)COC(=O)c1ccccc1F
→ 5 | 2% | 10 | 5% | -7% | 3% | 9%
(53) Cn1nnnc1SCC(=O)Nc1ccc(S(=O)(=O)N2CCOCC2)cc1
→ -7 | -17% | 1 | 2% | 3% | 3% | -21%
(54) COc1ccc(N(C(=O)c2cnccn2)C(C(=O)NC2CCCCC2)c2cc(OC)c(OC)c(OC)c2)cc1 (centres undefined)
→ -5 | u | -2 | 0% | 1% | -2% | 0%
(55) CCn1c(=O)c2cc(C(=O)N3CCN(C(=O)c4ccco4)CC3)sc2c2ccccc21
→ 1 | u | -3 | x | x | 2% | 5%
(56) Cc1[nH]nc2c1C1(CCN(C(=O)OCc3ccccc3)CC1)C(C#N)=C(N)O2
→ 8 | 11% | 10 | 17% | -11% | 3% | x
(57) OCC1(Cc2cccc(F)c2)CCN(Cc2cccc3nccnc23)CC1
→ -13 | -1% | -1 | -2% | 2% | -3% | u
(58) O=C(CN1CCN(Cc2ccccc2F)C1=O)NC1CCCC1
→ -5 | 0% | 4 | 5% | 1% | 0% | u
(59) Cc1ccc(OCC(=O)NC2CCCc3ccccc32)c(C)c1 (centres undefined)
→ 5 | -5% | -4 | -4% | -2% | -1% | u
(60) CC(=O)c1ccc(NC(=O)/C(=C\c2ccco2)NC(=O)c2ccco2)cc1
→ -12 | -5% | 1 | 5% | -11% | -3% | 4%

Full records, looked up by structure. Screens in order: Shiga inhibitor	Pf growth 48h	Cycloheximide cs	AMA1 RON2 block	TbPYK inhibitor	LmPK inhibitor	Pf growth 96h
Profile of `Cc1[nH]nc2c1C1(CCN(C(=O)OCc3ccccc3)CC1)C(C#N)=C(N)O2` → 8	11%	10	17%	-11%	3%	x
Profile of `Cn1c(CSc2ncccn2)nnc1SCC(=O)N1CCCc2ccccc21` → -8	-5%	-4	-8%	4%	0%	x

(list continues)
Each structure is followed by: Shiga inhibitor | Pf growth 48h | Cycloheximide cs | AMA1 RON2 block | TbPYK inhibitor | LmPK inhibitor | Pf growth 96h
(61) Cc1cc(C)cc(N=C(NO)c2cccc([N+](=O)[O-])c2)c1
→ 19 | -10% | -3 | -4% | 0% | -3% | 0%
(62) CCOc1ccc(NC(=O)CN(C)C(=O)c2csc3c2CCCC3)cc1OCC
→ x | 13µM* | x | -7%[11.6 µM] | 3% | x | u
(63) NCC(=O)NNC(=O)OCC1c2ccccc2-c2ccccc21
→ x | -2% | -1 | 34%[activator] | 1% | 0% | u
(64) CC(C)CC(=O)N1CCN(Cc2cccc(Cl)c2)CC1
→ -13 | 6% | 0 | -22% | 16% | 0% | -6%
(65) CCN(CC)c1ccc(C(=O)OCC(=O)c2ccco2)cc1
→ 47 | 70%[activator] | 7 | -12% | -1% | 0% | 114%[activator]
